PAX8 inh HTS = inhibitors of PAX8 transcriptional activity in RMG-I cells; inhibition, % at 12.6 µM; hit rate 1.2% among 360,000; RMG-I TPO-luciferase reporter, SteadyGlo, 24 h; AID 652154;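 active = mean replicate inhibition at least 60% with every replicate also reaching 60%; inconclusive = only one of the two criteria is met; inactive = mean below 60% and not all replicates reaching 60%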;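 note: luciferase light reporting Pax8 driven TPO promoter activity; plate controls were median of neutral control wells for no effect and mitoxantrone controls for full effect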
F508del corr = correctors of CFTR F508del function in bronchial epithelial cells; hit rate 0.36% among 350,000; activity (quench increase), % at 7.58 µM; CFBE cells, YFP halide quenching; stimulated with forskolin plus potentiator P3; % fluorescence drop versus neutral controls;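 active = mean added fluorescence quench of at least 8% versus neutral control, with both replicates also reaching 8%; inconclusive = only one of the mean or replicate conditions met; inactive = mean below 8% and not both replicates reaching 8%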;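 note: cells transiently co-express mutant CFTR-F508del with the halide-sensitive YFP; corrector assay measuring rescue of mutant channel to the surface after 24 h compound exposure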
ARNT-TACC3 inh = disrupts binding between human ARNT and TACC3; AlphaScreen His-ARNT PAS-B/GST-TACC3 binding, luminescence; TACC3 fragment carries E629A point mutation; inhibition, % at 9.99 µM; hit rate 0.66% among 390,000; AID 623870;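 active = mean inhibition of replicates at least 50% and at least half of replicates each reaching 50%; inconclusive = half or more replicates reach 50% but mean below 50%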;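 note: 0% = complete ARNT plus TACC3 wells and 100% = ARNT alone without TACC3; many hits fall short of the cut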
DENV2 CPE = DENV2-induced cell death inhibition; CPE inhibition, % at 9.99 µM; hit rate 1.7% among 350,000; DENV2-infected cells, cytopathic effect rescue, plate reader; in the data active = CPE inhibition above about 20%, passing the limit was not always enough; inconclusive = no clear call, values can overlap the other calls; tested in BHK-21 cells;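 note: 0% = median of neutral control wells and 100% = median of positive control wells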
INS-1E GSIS act = GLuc luminescence reporter in INS-1E cells, primary screen for activators of glucose-dependent secretion of insulin | hit rate 0.61% among 370,000 | AID 743287 | activation, % at 16.6 µM | INS-1E GLuc reporter insulin secretion, 2-3 h;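 active = lowest replicate activation of at least 40%, so every replicate reaches that level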;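 note: 0% = median of neutral control wells and 100% = median of IBMX positive control wells; some compounds called inactive have numbers as strong as hits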
EWS-Fli inh = inhibitors of EWS/Fli oncoprotein transcriptional activity. A673 NR0B1-luciferase reporter, viability-normalised. inhibition, % at 12.6 µM. hit rate 0.67% among 350,000. AID 651661;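 active = mean inhibition of at least 50% after viability correction, with every replicate also passing that limit; inconclusive = mean reaches 50% but only one of two replicates passes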;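 note: firefly luciferase signal divided by Alamar Blue viability fluorescence both relative to DMSO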
ERp5 inh = blocks human ERp5 reductase activity on insulin. hit rate 0.05% among 350,000. inhibition, % at 9.99 µM. ERp5 insulin aggregation, absorbance 650 nm, 90 min. AID 651711;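 active = mean replicate inhibition above about 25%, with every replicate also reaching it, limit read from the data, passing the limit was not always enough; inconclusive = only one of those two criteria met; inactive = neither criterion met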
Target sequence (Q15084 whole entry, looked up): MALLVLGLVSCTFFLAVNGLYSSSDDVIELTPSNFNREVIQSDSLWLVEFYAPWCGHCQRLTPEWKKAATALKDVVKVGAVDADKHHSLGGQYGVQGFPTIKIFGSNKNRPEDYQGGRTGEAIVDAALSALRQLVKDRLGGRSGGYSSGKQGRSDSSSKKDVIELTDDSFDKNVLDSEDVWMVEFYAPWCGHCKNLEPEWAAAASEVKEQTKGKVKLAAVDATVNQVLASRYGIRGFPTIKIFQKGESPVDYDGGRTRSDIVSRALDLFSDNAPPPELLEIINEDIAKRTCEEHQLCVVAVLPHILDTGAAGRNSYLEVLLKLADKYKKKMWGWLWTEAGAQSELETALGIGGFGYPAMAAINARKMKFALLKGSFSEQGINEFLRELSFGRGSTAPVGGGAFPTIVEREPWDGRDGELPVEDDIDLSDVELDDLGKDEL
XiGFP reactiv = X-chromosome reactivation activator; XiGFP mouse fibroblasts, % GFP-positive cells imaging, 3 d; cells co-treated with 5-aza-dC sensitizer; scaled so ellipticine positive control = 100%; activation, % at 7.58 µM; hit rate 0.055% among 360,000;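 active = mean normalized replicate activation at least 10% and every replicate at or above 10%; inconclusive = only one of the two criteria met; inactive = mean below 10% and not all replicates reach 10%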;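 note: 0% = median of on-plate neutral control wells and 100% = ellipticine 6 µM median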
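System: 68-5-11 XiGFP fibroblast line | Buffer or medium: DMEM containing 5-aza-dC | Compound: Single point | Times: Compounds 3 days, fix/stain 15 min at room temperature | Benchmarks: Positive control ellipticine, 6 µM final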
Numbers without * were called inactive; ? = inconclusive; . = not tested or not shown. Compounds as they come. About 4.2% of those tested had a hit in this group.

molecule	INS-1E GSIS act	EWS-Fli inh	PAX8 inh HTS	F508del corr	DENV2 CPE	ARNT-TACC3 inh	ERp5 inh	XiGFP reactiv
C[C@@H]1CN([C@H](C)CO)C(=O)c2cc(-c3ccc(C#N)cc3)cnc2O[C@H]1CN(C)Cc1ccncc1	-11	5	.	1.3	12	-1	4	0.6
O=C(Nc1ncc(S(=O)(=O)c2ccc([N+](=O)[O-])cc2)s1)c1cccc2ccccc12	.	5	9	.	12	3	-5	0.0
O=C(c1cc(COc2c(F)cccc2F)on1)N1CC[C@@H]2CCCC[C@H]2C1	.	-11	-50	-3.9	-5	.	3	0.1
COc1ccc(Cc2nnc(SCC(=O)Nc3ccccc3)[nH]c2=O)cc1	-7	5	-36	0.3	0	3	-2	0.2
O=c1cc(Nc2ccc3c(c2)OCCO3)[nH]c(=O)n1-c1ccc(Cl)cc1	.	1	-14	0.2	-4	-3	1	0.9
CCn1cc(CN2CCC(C(=O)Nc3ccc(Oc4cccnc4)cc3)CC2)cn1	18	.	0	0.2	7	-2	2	-0.1
Cc1cc(=O)[nH]c(SCC(=O)Nc2c(C)n(C)n(-c3ccccc3)c2=O)c1C#N	0	4	-4	-1.8	-6	5	-2	0.0
CCCn1c(N)c(C(=O)CSc2nnc(C3CC3)n2C2CC2)c(=O)[nH]c1=O	.	-3	0	-1.9	11	1	6	0.0
Cn1nc(C(=O)NNC(=O)c2ccccc2F)c2ccccc2c1=O	9	4	-8	4.5	14	2	3	-0.1
CCOc1ccc(NC(=S)N(CCc2c(C)[nH]c3ccc(C)cc23)Cc2cccnc2)cc1	-11	11	13	1.5	9	15	-5	0.4
COc1ccc(S(=O)(=O)N(C)C)cc1NC(=O)CSC(C)C(=O)Nc1cc(C)on1 (stereo not drawn)	-11	0	-3	0.8	-4	.	5	-0.2
CC(C)NC(=O)Nc1ccc2c(c1)CC(=O)N([C@H](C)CO)C[C@@H](C)[C@@H](CN(C)Cc1ccc(C(=O)O)cc1)O2	21	-7	-3	-2.0	68*	5	-4	0.1
Cc1nn(-c2ccccc2)c(C)c1C(=O)OCC(N)=O	7	-14	5	2.5	4	1	-3	0.0
O=C(NCc1ccco1)c1cc([N+](=O)[O-])ccc1N1CCCCC1	6	0	3	-2.9	-17	3	-5	0.3
CCCC(=O)Nc1ccc2c(c1)C(=O)N(C)C[C@H](OC)[C@@H](C)CN(Cc1ccccc1)[C@@H](C)CO2	-6	4	.	-1.5	-11	-4	3	0.5
Cc1cccc(C2c3[nH]c4ccccc4c3CCN2Cc2ccc(C)s2)n1 (stereo not drawn)	3	8	10	-1.7	-2	5	-3	0.2
COC(=O)c1ccc(C)c(NC(=O)CSc2sc3c(O)cc(=O)[nH]c3c2C#N)c1	16	1	4	-0.5	2	-5	1	-0.1
COc1ccc(CN(C)C[C@H]2Oc3c(NC(=O)NC4CCCCC4)cccc3C(=O)N([C@H](C)CO)C[C@H]2C)cc1	-1	3	2	-2.7	-3	4	4	-0.6
COC(=O)CSc1nc(C2CC2)nc2ccccc12	50	3	.	-2.5	-2	0	-9	.
Cc1ccc(S(=O)(=O)NC(=O)COc2ccccc2)cc1	-10	6	-4	1.6	6	-15	5	0.3
CC(=O)Nc1ccc2c(CSc3nnc(-c4cccnc4)n3-c3ccc(C)cc3C)cc(=O)oc2c1	7	.	1	.	.	3	.	0.1
NNc1nc(-c2ccccc2Cl)nc2ccccc12	.	2	31	1.4	-2	1	7	0.0
C[C@H](CO)N1C[C@H](C)[C@H](CN(C)C(=O)c2cccnc2)Oc2cc(/C=C/c3ccccc3)ccc2S1(=O)=O	-17	-3	.	1.4	4	-4	4	-1.2
COc1ccc(NC(=O)N(C)C[C@@H]2OCCCC[C@H](C)Oc3ccc(N(C)C)cc3C(=O)N([C@H](C)CO)C[C@@H]2C)cc1	14	-2	11	1.6	14	12	1	-0.2
CCn1c(/C=C/c2c[nH]c3ccccc23)nc2ccccc2c1=O	19	-74	-92	-1.4	.	-10	-4	-0.1
CC1CCN(c2nc3c(c(=O)[nH]c(=O)n3C)n2Cc2ccccc2Cl)CC1	7	-8	-7	-1.6	1	-12	0	0.0
O=C(NC1CCCCC1)C(c1ccco1)N(C(=O)c1csnn1)c1ccc(Cl)cc1 (stereo not drawn)	-5	3	-2	2.0	-4	-2	2	0.1
O=C(Nc1ccon1)c1nc[nH]c1C(=O)NCc1ccccc1	8	7	-38	-0.5	-1	-3	5	0.0
NC(N)=NCCCS(=O)(=O)Nc1ccc(Nc2c3ccccc3nc3cc([N+](=O)[O-])ccc23)cc1	1	-10	-15	-4.8	19	22	-7	0.4
CCc1nnc(NC(=O)c2ccc(Cl)nc2)s1	15	-47	-66	-0.6	-2	-2	1	0.2
Cc1nn(-c2ccccc2)c(Cl)c1/C=C1\C(=O)N(C)C(=S)N1C	5	6	19	1.1	-3	20	1	0.3
C[C@@H]1CCCCO[C@H](CN(C)Cc2ccc(C(=O)O)cc2)[C@@H](C)CN([C@@H](C)CO)C(=O)c2cc(NC(=O)c3ccccc3)ccc2O1	11	2	4	0.2	3	-6	0	-0.1
CC(=O)c1sc(NC(=O)COc2ccc(C)c(C)c2)nc1C	.	-14	35	0.8	.	-2	3	0.0
COc1ccc(OCC(O)CNC(=O)Nc2ccc(C(C)(C)C)cc2)cc1 (stereo not drawn)	-16	3	14	-2.7	6	-27	0	0.1
Cc1c(NC(=O)CSc2nc(N)cc(N)n2)c(=O)n(-c2ccccc2)n1C	-5	-3	-3	0.9	16	0	1	0.1
COc1ccc(CN2C(=O)c3ccccc3C2C(=O)NC2CCC(C)CC2)c(OC)c1 (stereo not drawn)	-28	8	-1	-0.4	-2	-3	2	0.0
C[C@@H]1CN([C@H](C)CO)C(=O)Cc2cc(NC(=O)NC3CCCCC3)ccc2O[C@@H]1CN(C)Cc1ccc(C(F)(F)F)cc1	-21	12	.	-5.1	0	0	-4	-0.1
CS(=O)(=O)NCc1ccc(C(=O)NCCOc2ccccc2)cc1	13	-36	.	-0.3	31*	-1	3	.
COC(CNC(=O)c1ccc2c(c1)ncn2-c1cccc(F)c1)OC	7	-3	-10	0.2	-1	-8	-4	0.5
CC(=O)Nc1ccc(-c2ccnc3c2CC(C(=O)NC(C)C)O3)cc1 (stereo not drawn)	15	-3	11	-3.8	-3	.	-10	0.3
COCCN(C(=S)Nc1c(C)cccc1C)C(C)c1cccnc1 (stereo not drawn)	9	9	19	.	-2	-3	1	0.1
On1c(-c2ccccc2Cl)nc2ncccc21	4	6	5	1.5	2	-3	-3	0.0
Cc1cc(C(=O)N/N=C/c2ccc(N(C)C)cc2)c2ccccc2n1	12	37	21	8.3*	2	2	1	5.3
Cc1cccc(NC(=O)c2ccc3c(c2)C(=O)N(c2ccccc2C)C3=O)n1	6	-9	.	2.4	-3	-1	-5	0.5
Cc1cccc(S(=O)(=O)NC(=O)C2(C)CCN2C(=O)Cc2ccc(C(C)(C)C)cc2)c1 (stereo not drawn)	.	5	-11	-1.7	-11	.	7	0.1
CCCn1c2ccccc2c2nnc(SCc3[nH]c(=O)[nH]c3C(=O)CCCCC(=O)OCC)nc21	23	.	-10	.	.	-2	.	-0.1
O=C(COC(=O)C1CCN(S(=O)(=O)c2ccc(Cl)c(C(F)(F)F)c2)CC1)NCc1ccco1	8	1	21	-1.1	?	3	1	-0.1
CN(C)CCn1c(=O)n(Cc2ccccc2)c(=O)c2c3c(sc21)CCCCC3	-14	14	17	-1.3	4	35	1	0.2
COc1cccc(C#Cc2ccc([C@@H]3[C@H]4CN(C(=O)C5CC5)CC(=O)N4[C@H]3CO)cc2)c1	-19	4	-13	6.7	-8	.	-6	0.5
Cc1cnc(-c2nc3ccccc3n2C(C(=O)NC(C)(C)C)c2ccncc2)cn1 (stereo not drawn)	.	-106	-45	-2.0	2	.	10	0.6
CC(NC(C(=O)c1ccccc1)c1ccccc1)c1ccccc1 (stereo not drawn)	15	-16	-5	-0.9	6	-4	0	0.1
O=C(NNC(=O)C1CCCC1)c1ccccc1F	19	-10	3	-5.1	3	.	-4	0.1
CC(=O)Nc1nc(C)c(C(C)C)s1	3	-1	-1	-1.9	-1	-7	4	-0.1
CN1CCN(C(=O)C[C@@H]2CC[C@@H](NC(=O)Cc3ccccn3)[C@H](CO)O2)CC1	0	0	-5	-0.4	15	10	-3	0.3
Nc1ncnc(Nc2ccccc2Cl)n1	.	6	-1	0.7	18	-5	5	0.1
C[C@@H]1CN([C@@H](C)CO)C(=O)c2cc(NC(=O)Nc3ccccc3)ccc2O[C@@H](C)CCCCO[C@H]1CN(C)S(=O)(=O)c1cn(C)cn1	1	-16	-1	0.8	1	1	2	0.3
Cc1ccc(S(=O)(=O)NCCCC(=O)N2CCC(C)CC2)cc1	8	15	-9	-1.4	9	-4	0	0.1
COc1ccc(S(=O)(=O)N(C)C[C@H]2Oc3c(NC(=O)Nc4ccccc4)cccc3C(=O)N([C@@H](C)CO)C[C@@H]2C)cc1	-11	-6	2	1.9	.	.	.	-0.2
O=c1[nH]c(=O)n([C@H]2C[C@H](O)[C@@H](CO)O2)cc1Br	14	48	.	0.6	3	.	-2	.
Nc1cc(=O)[nH]c(SCC(=O)Nc2ccc(Oc3ccccc3)cc2)n1	-10	15	3	0.7	0	7	-2	0.3

Other entries follow:
molecule	INS-1E GSIS act	EWS-Fli inh	PAX8 inh HTS	F508del corr	DENV2 CPE	ARNT-TACC3 inh	ERp5 inh	XiGFP reactiv
CC(C)(C)c1ccc(OCc2cnc(Cl)s2)cc1	9	-56	-165	1.8	-4	-29	-4	0.0
Cc1ccc(NC(=O)[C@H](NC(=O)[C@@H]2Cc3ccccc3CN2)c2ccccc2)cc1C	-61	.	-3	-1.2	0	7	1	0.1
O=C(Nc1ccccn1)c1ccc(S(=O)(=O)N2CCCCCC2)cc1	-8	-10	-67	-3.3	-7	.	-7	0.0
COCCNC(=O)C[C@H]1C[C@@H]2c3cc(NC(=O)Nc4ccccc4)ccc3O[C@@H]2[C@H](CO)O1	5	-8	-19	2.1	16	4	3	0.0
Nc1cc(-c2ccc(Br)cc2)nn1S(=O)(=O)c1ccccc1	12	13	6	-1.6	0	5	-1	0.0
S=C(NCc1ccco1)Nc1ccc(Cl)cc1	2	1	0	-0.2	-10	1	1	0.0
O=C(Nc1ccc(SC(F)(F)F)cc1)c1ccccn1	5	31	-74	1.1	1	0	-1	0.0
NS(=O)(=O)c1ccc(CCNC(=O)COC(=O)COc2cccc(C(F)(F)F)c2)cc1	-5	2	5	-2.9	4	5	-6	1.1
Cc1csc(NC(=O)c2cc(-c3ccncc3)nc3ccccc23)n1	19	-3	0	3.7	0	36	-6	0.1
Cc1ccc(NC(=O)CN(C)C(=O)Cc2ccc(Cl)c(Cl)c2)cc1	-41	-28	22	-1.5	5	0	-2	0.4
Cc1cc(C)c(S(=O)(=O)Nc2nccs2)c(C)c1	32	-3	-11	0.1	-1	2	2	0.0
Cc1ccccc1N=C1Nc2ccccc2N[C@]12C[C@H]1CCC(=O)N3CC[C@@H](C2)[C@@H]13	.	3	17	0.7	148*	29	1	-0.2

Compound activity deposited in PubChem by Broad Institute.
